Bioassay records from PubChem.
MITF primary – blocks human microphthalmia-associated transcription factor | inhibition, % at 2.6 µM | AlphaScreen MITF homodimerization, bead proximity signal | hit rate 0.91% among 650,000 | AID 1259374; in the data active means inhibition above about 50%;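 further: 0% = vehicle wells with protein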
TEAD-YAP inh – TEAD-YAP interaction inhibition; HEK-TIYL cells, TEAD-Gal4/YAP UAS-luciferase luminescence; inhibition, % at 9.12 µM; hit rate 1.4% among 640,000; in the data active means inhibition above about 32%;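 further: 0% = median of test compound wells and 100% = reference inhibitor wells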
GPR151 ag – human GPR151 activation; PathHunter beta-arrestin GPR151 cells, luminescence; hit rate 1% among 650,000; activation, % at 11.2 µM; Q8TDV0; in the data active means activation above about 4.9%;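 further: 0% = median of compound wells and 100% = cells with positive control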
Target sequence (Q8TDV0 whole entry, looked up): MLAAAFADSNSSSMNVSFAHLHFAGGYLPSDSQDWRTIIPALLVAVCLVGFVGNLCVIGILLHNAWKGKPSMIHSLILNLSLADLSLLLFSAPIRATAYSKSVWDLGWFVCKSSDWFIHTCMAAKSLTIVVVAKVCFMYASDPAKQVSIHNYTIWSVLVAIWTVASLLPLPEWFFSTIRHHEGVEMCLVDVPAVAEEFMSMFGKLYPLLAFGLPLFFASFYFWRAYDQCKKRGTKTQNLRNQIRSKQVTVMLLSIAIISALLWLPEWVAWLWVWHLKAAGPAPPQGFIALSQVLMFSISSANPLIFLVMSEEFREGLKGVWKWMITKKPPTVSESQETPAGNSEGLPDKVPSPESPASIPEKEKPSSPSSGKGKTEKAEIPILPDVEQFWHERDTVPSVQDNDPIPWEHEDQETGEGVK
FBW7 act – human FBW7 E3 ligase activation, primary screen | Q969H0 | AlphaScreen FBW7–phospho-cyclin E peptide binding, activator screen | normalized activity (activation), % at 26.1 µM | hit rate 0.13% among 650,000 | AID 1259310; in the data active means normalized activity above about 1.9%;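 further: purified mutant Fbw7 with reduced substrate affinity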
Target sequence (Q969H0 whole entry, looked up): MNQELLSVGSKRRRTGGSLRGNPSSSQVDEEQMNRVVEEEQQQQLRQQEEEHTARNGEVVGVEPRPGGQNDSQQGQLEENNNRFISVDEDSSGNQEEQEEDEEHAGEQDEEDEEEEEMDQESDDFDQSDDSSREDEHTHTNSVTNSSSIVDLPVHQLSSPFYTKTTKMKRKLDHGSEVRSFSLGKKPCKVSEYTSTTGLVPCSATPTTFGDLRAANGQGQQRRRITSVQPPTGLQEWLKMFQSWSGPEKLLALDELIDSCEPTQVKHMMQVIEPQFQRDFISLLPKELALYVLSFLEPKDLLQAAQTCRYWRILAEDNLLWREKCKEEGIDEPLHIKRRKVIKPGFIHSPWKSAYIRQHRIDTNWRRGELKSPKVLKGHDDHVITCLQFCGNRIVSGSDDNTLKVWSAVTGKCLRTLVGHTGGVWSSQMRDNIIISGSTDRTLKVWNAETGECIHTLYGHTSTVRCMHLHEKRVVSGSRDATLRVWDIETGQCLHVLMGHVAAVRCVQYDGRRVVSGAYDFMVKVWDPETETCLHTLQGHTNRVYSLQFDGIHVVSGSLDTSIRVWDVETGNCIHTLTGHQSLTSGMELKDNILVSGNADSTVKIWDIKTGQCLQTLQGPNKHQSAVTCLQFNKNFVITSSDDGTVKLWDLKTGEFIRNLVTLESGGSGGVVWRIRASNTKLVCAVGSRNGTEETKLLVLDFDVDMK
Starred values were filed as active, the others as inactive; & = joins results of further samples.

SMILES	MITF primary	TEAD-YAP inh	GPR151 ag	FBW7 act
CCc1cccc(C)c1NC(=O)CN1C(=O)C(C)(C)Oc2ccc(C(=O)NC(C)C)cc21	-11	-2	0.7	-0.1
CCCOC(=O)C1=C(C)NC2=C(C(=O)CCC2)C1c1cc2c(cc1Br)OCO2 (stereo unspecified)	-7	8	0.2	-0.3
CCC(Oc1ccccc1)C(=O)Nc1nn2c(-c3ccccc3)nnc2s1 (stereo unspecified)	6	7	-1.1	0.0
COCCNC(=O)CCc1nc(-c2ccccc2)no1	2	3	-1.0	-0.1
O=C(NCc1nnc(SCC(=O)N2CCOCC2)o1)c1c(F)cccc1F	-16	-8	-1.3	-0.5
CC1CC(C)CN(C(=O)c2ccc(C#N)cc2)C1 (stereo unspecified)	8	2	-1.5	0.1
CCCSCCCNC(=O)C(CC)n1c2ccccc2c2nc(=O)cc(C)n21 (stereo unspecified)	-5	-2	2.6	0.0
CC(C)c1ccc(/C=C2\N=C(c3ccc(I)cc3)OC2=O)cc1	2	-3	-1.7	0.1
COCC(=O)Nc1cc(CNC(=O)C2CCCCC2)cc(C(=O)OC)c1	18	3	0.4	1.2
NC(=O)c1c(NC(=O)c2cc([N+](=O)[O-])ccc2Cl)sc2c1CCCCC2	8	23	0.9	0.0
CCCCC(CCC(=O)NNC(=O)Cc1ccccc1)C(=O)O (stereo unspecified)	-8	-9	0.2	-0.1
CC(C)CCNC(=O)CN(c1cc(Cl)c(Cl)cc1Cl)S(C)(=O)=O	-4	-10	-0.8	-0.1
COc1cc2c(cc1NC(=O)CSc1nnc(N)s1)oc1ccccc12	-1	-75	0.6	0.3
CN1C(=O)/C(=C/C2=Cc3ccccc3OC2)SC1=S	-6	6	1.1	-0.1
CCc1ccccc1NC(=O)c1ccc(F)c(S(=O)(=O)NC2CCCCC2)c1	14	-5	0.7	-0.1
C1CCC(N=C(NC23CC4CC(CC(C4)C2)C3)N2CCOCC2)CC1	23	-3	0.6	0.2
CC(C)(C)NC(=O)CN1CCC2(CC1)NC(=O)c1ccccc1O2	11	1	-0.8	0.1
O=C(NC(NC1CCS(=O)(=O)C1)C(Cl)(Cl)Cl)c1cccs1 (stereo unspecified)	9	-7	0.0	1.0
O=C(Cc1ccccc1)NN1C(=O)/C(=C/c2ccc(C(=O)O)cc2)SC1=S	6	6	-0.9	0.0
COc1cc(NC(=O)Cc2cn(-c3ccc(Nc4cnccn4)nn3)c3ccccc23)cc(OC)c1OC	6	-4	2.5	0.1
COc1ccc(-c2c3c(nn2-c2ccccc2)CC(C)(C)CC3=O)cc1	12	0	0.1	0.0
CCOC(=O)C1=C(COC(=O)CCN2C(=O)C3CCCCC3C2=O)NC(=O)NC1C (stereo unspecified)	5	9	-0.8	0.1
Cc1sc(NC(=O)C2C3C=CC(C3)C2C(=O)O)c(C#N)c1C (stereo unspecified)	8	-1	-1.8	0.3
COc1ccc(-c2noc(CCC(=O)N3CCCCC3)n2)cc1OC	13	1	4.2	0.3
COC(=O)C(Cc1c[nH]c2ccccc12)NC(=O)c1ccc(OC)cc1 (stereo unspecified)	-11	-37	-1.7	-0.1
Continued.
SMILES	MITF primary	TEAD-YAP inh	GPR151 ag	FBW7 act
Cc1ccc(S(=O)(=O)NCCNS(C)(=O)=O)cc1	3	0	-1.2	0.8
COCCNS(=O)(=O)c1ccccc1[N+](=O)[O-]	-18	0	-0.1	-0.1
COC(=O)[C@@H](NC1CCN(c2ccc(NC(=O)Cc3cccc(F)c3)cc2)CC1)C(C)C	7	3	-1.3	0.1
Cc1[nH]n(-c2ccccc2)c(=O)c1/C=N/NC(=O)c1ccccc1[N+](=O)[O-]	-2	10	0.5	0.0
CC(C)NS(=O)(=O)c1ccc2[nH]c3nc(SCC(=O)Nc4ccc(F)c(F)c4)nnc3c2c1	7	4	1.8	0.1
COCCc1nnc(NC(=O)c2ccc3c(c2)CCCC3)o1	16	3	0.9	-0.7
Cc1ccc(-c2c(C(=O)Nc3cccc(O)c3)oc(=O)c3ccccc23)cc1	27	7	-1.2	0.5
CC(NC(=O)Cn1cc(Br)c([N+](=O)[O-])n1)c1ccccc1 (stereo unspecified)	4	-3	-0.5	0.2
c1ccc(-c2cn3nc(-c4ccccc4)c(-c4ccccc4)nc3n2)cc1	9	8	-0.5	0.8
O=C1NC(=O)N(c2ccccc2F)C(=O)/C1=C/c1cnc(-c2ccccc2)nc1	12	-8	0.2	-0.1
O=C1Cc2cc(S(=O)(=O)NCCc3c[nH]c4ccccc34)cc3c2N1CCC3	-9	-2	-1.6	-0.2
Cc1ccc(S(=O)(=O)NCCC(=O)OCC(=O)c2ccc(F)cc2)cc1C	-4	2	-0.7	-0.1
CCOC(=O)c1sc2ncnc(N)c2c1C	-3	-3	-0.4	-0.1
CCOc1ccc(-c2cccc(NC(=O)Cc3ccc(F)cc3)c2)nn1	11	2	2.0	0.5
CC1CCCCN1S(=O)(=O)c1ccc(C(=O)Nc2sc3c(c2C(N)=O)CCN(C)C3)cc1 (stereo unspecified)	-5	0	0.5	-0.1
O=C(Nc1ccc(F)cc1)c1sc(=S)n2c1[nH]c(=O)c1sccc12	8	-4	0.2	0.7
COCCOC(=O)c1ccc(NC(=O)c2cccnc2)cc1	6	-15	1.4	-0.1
Cc1nc2ccc(NS(=O)(=O)Cc3ccccc3)cc2c(=O)n1-c1ccc(Cl)cc1	8	11	-0.9	0.7
CCOC(=O)N1CCN(S(=O)(=O)c2ccc(Br)c(OC)c2)CC1	13	10	2.7	0.0
O=C(NC1CC1)c1ccc(-c2nc(NCCc3ccc(O)cc3)c3ncn(Cc4ccc(C(F)(F)F)cc4)c3n2)cc1	-4	13	0.2	0.0
Cn1c(Cc2cccs2)nnc1SCC(=O)Nc1ccc(Br)cc1	12	0	-2.5	0.9
CCCCNS(=O)(=O)c1ccc2nc(SCC(=O)c3ccc[nH]3)[nH]c2c1	1	4	-1.2	0.0
C1CCC2(C1)OCC(CN1CCOCC1)O2 (stereo unspecified)	0	3	-1.1	0.2
Cc1ccc(NC(=O)C2C3C=CC4(O3)C2C(=O)N(Cc2ccccc2Cl)C4C(=O)NC2CCCCC2)cc1C (stereo unspecified)	5	12	-1.3	0.3
CCN1CCCC1CNCC(=O)Nc1ccc(C)c(Br)c1 (stereo unspecified)	18	2	0.8	0.8
Next part.
SMILES	MITF primary	TEAD-YAP inh	GPR151 ag	FBW7 act
CC(O)(P(=O)(O)O)P(=O)(O)O	-13&-6	5	0.4&-2.0	-0.1&-0.1
COc1cccc(-n2c(/C=C3\C(=O)Nc4ccc(C)cc43)nc3ccccc3c2=O)c1	-6	-8	-1.2	-0.1
Fc1ccc(CNCc2cccs2)cc1	36	5	2.6	-0.2
COc1ccc(OCc2nnc3n2CCC3)cc1	4	-3	0.0	-0.1
O=C(Nc1cccc(NC(=O)c2sc3ccccc3c2Cl)c1)c1cccc(Cl)c1	10	4	-0.2	0.1
Cc1noc(C)c1CSc1ccccc1C(=O)O	3	-2	1.9	0.6
O=C1NCCN(Cc2ccc3ccccc3c2)C1CC(=O)N1CCSCC1 (stereo unspecified)	13	-6	2.3	0.1
O=C(CCc1ccccc1)Nc1ccnn1C1CCN(Cc2cccc3nonc23)CC1	-6	-6	0.3	0.1
COc1cc(Cl)c(C)cc1NC(=O)c1cc(S(=O)(=O)N2CCCCCC2)ccc1F	2	2	0.9	-0.1
Fc1cccc(F)c1/C=N/Nc1ccccn1	30	-36	0.1	-0.4
Fc1ccc(Cl)cc1/C=N/Nc1nc2ccccc2[nH]1	3&4	-55&-25	-2.8&-1.3	-0.3&-0.1
COc1ccc(S(=O)(=O)Nc2nc(-c3ccco3)c(-c3ccco3)s2)cc1	11	4	-0.6	0.0
Cn1cc(C(=O)NCc2ccccn2)c2ccccc2c1=O	2	-7	-1.4	-0.1
Cc1cc(C)nc(SCc2cc(=O)c(OC(=O)COc3ccc(F)cc3)co2)n1	25	-12	-0.2	0.3
COC(=O)C1(C(F)(F)F)N=C2C=CC(C)=CN2C(c2ccc(F)cc2)=N1 (stereo unspecified)	8	4	-1.0	-0.1
CC(C)c1c(O)nc(SCC(=O)NC(C)(C)C)[nH]c1=O	10	3	-0.1	-0.3
CC(=O)Nc1ccc(NS(=O)(=O)c2ccc(Br)cc2)cc1	-26	3	-0.8	-0.1
O=C(Cc1ccc(Cl)cc1)NNC(=O)c1ccco1	-1	-3	-0.9	-0.1
CC(NC(=O)CCc1nnc(C2(c3ccc(Cl)cc3)CCC2)o1)C1CC1 (stereo unspecified)	2	-14	0.2	-0.1
CC(C(=O)N1CCN(Cc2ccc3c(c2)OCO3)CC1)c1ccc([N+](=O)[O-])cc1 (stereo unspecified)	0	0	1.8	0.0
CCOC(=O)C1=C(C)N=c2s/c(=C\c3cc(Br)ccc3O)c(=O)n2C1c1ccc(N(C)C)cc1 (stereo unspecified)	20	2	0.8	0.2
COC(=O)COc1ccc(C2NC(=S)NC(C)=C2C(=O)NCc2ccccc2)cc1 (stereo unspecified)	1	-3	-0.5	-0.1
O=C(Nc1ccc2oc(-c3cc(Br)ccc3Cl)nc2c1)c1ccccc1Cl	-7	0	-0.8	-0.1
O=C(c1ccc(I)cc1)N1CCN(c2ccccn2)CC1	16	-3	-1.1	0.1
CC(O)(C(=O)N/N=C/c1c(O)ccc2ccccc12)c1ccccc1 (stereo unspecified)	-25	11	0.0	-0.3

A different layout for some results above.
canonical_smiles | MITF primary | TEAD-YAP inh | GPR151 ag | FBW7 act
Fc1cccc(F)c1/C=N/Nc1ccccn1 | 30 | -36 | 0.1 | -0.4
CC(NC(=O)CCc1nnc(C2(c3ccc(Cl)cc3)CCC2)o1)C1CC1 (stereo unspecified) | 2 | -14 | 0.2 | -0.1

(further entries)
SMILES	MITF primary	TEAD-YAP inh	GPR151 ag	FBW7 act
C=CCOc1cccc(C2NC(=S)NC(C)=C2C(=O)OCC)c1 (stereo unspecified)	-3	-7	3.2	-0.2
CC(O)CN=c1cc(-c2ccccc2)oc2ccc(Cl)cc12 (stereo unspecified)	-3	-38	0.5	0.2
O=C(Nc1ccc([N+](=O)[O-])c(NC(=O)C2CC2)c1)C1CC1	6	3	1.8	-0.2
O=C(Nc1nc(-c2cc3ccccc3oc2=O)cs1)c1cc(=O)c2ccccc2o1	5	-5	0.2	0.9
COCCCNC(=S)Nc1ccccc1[N+](=O)[O-]	-5	-6	1.6	-0.1
COc1ccc(OC)c(CCNC(=O)C(C)Sc2ccsc2[N+](=O)[O-])c1 (stereo unspecified)	-8	-1	0.5	-0.1
CCc1ccc(N=c2ssc3c2-c2cc(C)ccc2NC3(C)C)cc1	19	1	0.6	0.0
C=CCn1c(SCC(=O)NCCc2ccccc2)nc2sc(-c3ccccc3)cc2c1=O	-6	5	0.0	0.0
CCOC(=O)C(C)Oc1ccc(C(=O)Nc2ccc(OC)cc2)cc1 (stereo unspecified)	-5	1	0.6	0.2
CC(Sc1nc2ccccc2s1)C(=O)NNC(=S)NCc1ccco1 (stereo unspecified)	12	9	0.5	-0.1
COc1ccc(-n2nnnc2CN2CCN(C(C)=O)CC2)cc1	17	10	-0.6	0.4
O=C1CN(C(=O)COC(=O)COc2ccc(Br)cc2)c2ccccc2N1	-1	-10	0.8	0.1
COCCCNC(=O)CSc1nc2ccsc2c(=O)n1-c1ccc(OC)cc1	1	7	2.3	-0.1
O=S(=O)(c1ccc(Cl)c(C(F)(F)F)c1)N1CCCCC1	8	5	0.4	0.3
COC(=O)CSc1ccc2nnc(-c3ccc(C)cc3)n2n1	1	-51	0.3	-0.3
c1cncc(CNc2cc(NC3CC3)ncn2)c1	-3	3	-0.5	0.0
COc1ccc2c(c1)C(=O)NC2CC(=O)NC1(c2ccccc2OC)CCCC1 (stereo unspecified)	9	49*	1.0	-0.1
CCOC(=O)c1ccc(N=C2SC(C(=O)Nc3ccc(C(=O)OCC)cc3)CC(=O)N2C)cc1 (stereo unspecified)	18	8	0.8	0.2
Cc1ccc2oc(=O)c3cnn(CC(=O)N(CCN(C)C)Cc4ccccc4)c3c2c1	-7	2	-0.4	-0.1
COC(CNC(=O)CN1C(=O)/C(=C\c2ccc(Cl)cc2)Sc2ccccc21)OC	-3	-16	-0.2	0.2
O=C(CSc1nc2ccccc2c(=O)n1Cc1ccc2c(c1)OCO2)NCC1CCCO1 (stereo unspecified)	12	19	0.3	-0.3
O=C(c1nc2sccn2c1CN1CCc2sccc2C1)N1CCCCCCC1	-6	-21	-2.3	-0.1
COc1ccc(OC(C)C(=O)NC(C)c2ccccc2)cc1 (stereo unspecified)	9	10	1.7	-0.1
Cc1nccn1CCN(C)C(=O)CC1C(=O)NCCN1Cc1ccc(F)cc1 (stereo unspecified)	-10	0	1.7	0.0

Arranged by heavy-atom count (ascending): part of the list above.
SMILES	MITF primary	TEAD-YAP inh	GPR151 ag	FBW7 act
CC1CC(C)CN(C(=O)c2ccc(C#N)cc2)C1 (stereo unspecified)	8	2	-1.5	0.1
CC(=O)Nc1ccc(NS(=O)(=O)c2ccc(Br)cc2)cc1	-26	3	-0.8	-0.1
COc1ccc(OC(C)C(=O)NC(C)c2ccccc2)cc1 (stereo unspecified)	9	10	1.7	-0.1
CCc1ccc(N=c2ssc3c2-c2cc(C)ccc2NC3(C)C)cc1	19	1	0.6	0.0
COC(=O)C1(C(F)(F)F)N=C2C=CC(C)=CN2C(c2ccc(F)cc2)=N1 (stereo unspecified)	8	4	-1.0	-0.1
CCOC(=O)C1=C(COC(=O)CCN2C(=O)C3CCCCC3C2=O)NC(=O)NC1C (stereo unspecified)	5	9	-0.8	0.1
CCc1cccc(C)c1NC(=O)CN1C(=O)C(C)(C)Oc2ccc(C(=O)NC(C)C)cc21	-11	-2	0.7	-0.1

Pulled one by one from above, 2 records:
SMILES	MITF primary	TEAD-YAP inh	GPR151 ag	FBW7 act
Cc1nccn1CCN(C)C(=O)CC1C(=O)NCCN1Cc1ccc(F)cc1 (stereo unspecified)	-10	0	1.7	0.0
CC(Sc1nc2ccccc2s1)C(=O)NNC(=S)NCc1ccco1 (stereo unspecified)	12	9	0.5	-0.1
